Screening data from PubChem BioAssay.
Menin-MLL TR inh: menin-MLL binding inhibition, Texas Red mutant peptide; Menin + Texas Red MLL mutant peptide, fluorescence polarization; Potency, µM (highest dose often 61.6 µM), without a hit: top-dose FP activity change, negative = inhibition, usual class: inhibitors; hit rate 0.23% among 270,000; active = well fitted inhibition curve with a large enough effect in the polarisation, with a control signal flat, not every such curve was filed as active; inconclusive = small, poorly fitted or top-dose-only effect, or effect the other way, or a change in a side signal; inactive = no such curve, though single readings can be large or run the other way; the % refers to the polarisation; note: potency is the fitted concentration of half-maximal effect; % of control where 0% means no effect; many of its hits are not listed in these tables
Target sequence (O00255 whole entry, looked up): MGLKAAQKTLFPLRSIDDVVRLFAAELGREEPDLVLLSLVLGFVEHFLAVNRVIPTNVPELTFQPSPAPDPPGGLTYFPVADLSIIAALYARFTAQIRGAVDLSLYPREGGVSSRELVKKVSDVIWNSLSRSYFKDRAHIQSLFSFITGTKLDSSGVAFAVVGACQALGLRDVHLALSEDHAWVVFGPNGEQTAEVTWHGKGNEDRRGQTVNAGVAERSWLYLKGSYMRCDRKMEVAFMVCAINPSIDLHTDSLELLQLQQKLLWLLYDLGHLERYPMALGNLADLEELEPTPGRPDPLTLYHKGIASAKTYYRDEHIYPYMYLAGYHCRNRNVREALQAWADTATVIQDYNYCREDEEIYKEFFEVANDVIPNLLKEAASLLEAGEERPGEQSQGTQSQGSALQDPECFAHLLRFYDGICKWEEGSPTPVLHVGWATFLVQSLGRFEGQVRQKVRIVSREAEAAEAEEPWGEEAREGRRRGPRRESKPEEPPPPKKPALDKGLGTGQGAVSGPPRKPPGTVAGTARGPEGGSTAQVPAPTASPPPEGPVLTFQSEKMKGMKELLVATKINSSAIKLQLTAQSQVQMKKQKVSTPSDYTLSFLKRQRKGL
Giardia kill: kills Giardia lamblia. Giardia lamblia trophozoite viability. activity change, % at 7.66 µM, hits read low. hit rate 0.15% among 340,000; in the data active = activity change below about -80%; inconclusive = between about -30% and that limit;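 note: parasites exposed to compound for two days anaerobically before the ATP read; % is set by controls: 0 for no effect and ±100 for the full control effect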
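Compounds were tested on trophozoites seeded at 100 cells/well and held 48 hrs at 37 deg C anaerobically. An ATP-based luminescent kit measured the remaining live cells.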
FLuc counter: firefly luciferase modulation, counter-screen for miR-21 project. purified FLuc, Km substrates, luminescence inhibition. hit rate 6.9% among 360,000. Potency, µM (titrated, usually from 57.5 µM), for the others: at the top dose activity change, negative = inhibition, actives largely listed as inhibitors. AID 588342. P08659;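 note: potency is the fitted concentration of half-maximal effect; plate controls were vehicle for no effect and reference inhibitor for full effect; nearly all actives have a fitted effect of over 55% in size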
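Biochemical qHTS of compounds, final roughly 60 µM downward over six points, against 10 nM purified firefly luciferase using Km concentrations of substrates (10 uM D-luciferin, 10 uM ATP) in Tris acetate pH 7.5 buffer; luminescence output.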
BRCA1 expr act: BRCA1 expression activation. MCF7-BRCA1-FFLuc reporter, luminescence, 48 h; response scale: scaled: vehicle 0%, 10 µM genistein 100%. Potency, µM (top dose mostly 46.1 µM), for the others: at the top dose activation, actives largely listed as activators. hit rate 1.1% among 380,000; note: potency is the fitted concentration of half-maximal effect; nearly all actives have a fitted effect of over 80% in size; some results filed as inactive show a strong effect at the top dose
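Cells: MCF7-BRCA1-FFLuc, 2000/well. Exposure: 48 h, 37 °C, 5% CO2. Read: luminescence, 15 min post-substrate. Controls: genistein 10 microM (maximal activation), DMSO (neutral).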
RORg inh: inhibitors of mouse ROR gamma transcriptional activity. P51450. AID 2551. Drosophila S2 Gal4-RORgamma UAS-luciferase reporter, 20 h. Potency, µM (titrated, usually from 53.6 µM), without a hit: at the top dose activity change, negative = inhibition, most hits filed as inhibitors. hit rate 5.4% among 310,000; note: potency is the fitted concentration of half-maximal effect; % is set by controls: 0 for no effect and ±100 for the full control effect; nearly all actives have a fitted effect of over 60% in size
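Compounds are pin-transferred onto Drosophila Schneider cells expressing a copper-inducible Gal4–ROR gamma transactivation domain fusion. After 1 hr, copper sulfate is added to 700 uM final; luciferase is read 20 hr later.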
PKM2 activator: PKM2 (human) enzyme activation; P14618; hit rate 0.34% among 260,000; Potency, µM (doses to about 57.5 µM), without a hit: at the top dose activation, usual class: activators; purified PKM2, Kinase-Glo ATP luminescence, activation; response scale: 0% is enzyme alone, no compound; note: potency is the fitted concentration of half-maximal effect; % is set by controls: 0 for no effect and ±100 for the full control effect; nearly all actives have a fitted effect of over 55% in size
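Kinase-Glo luminescence reports ATP generated from ADP (0.1 mM) and PEP (0.5 mM) by purified hPK-M2 after 1 h at room temperature, pH 7.2 imidazole buffer; intermediate enzyme activity allows detecting inhibitors and activators.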
p53 reactivation: restores transcriptional activity of mutant p53; H1299 p53-A138V BP100-luciferase reporter, luminescence, 24 h; Potency, µM (titrated, usually from 92.2 µM), for the others: at the highest dose activity change, positive = activation, actives largely listed as activators; hit rate 0.063% among 320,000; note: potency is the fitted concentration of half-maximal effect; % of control where 0% means no effect; nearly all actives have a fitted effect of over 45% in size
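H1299 (p53-null), stable ts p53-A138V + BP100-Luc; 1000 cells/well, Opti-MEM/10% FBS; cpd 4 pt, 1:5; 24 h, 37 deg C, 5% CO2; detection reagent 10 min RT; luminescence.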
NPC1 prom act: NPC1 promoter activation | hit rate 2.4% among 320,000 | Potency, µM (titrated, usually from 9.22 µM), without a hit: at the top dose activation, usual class: activators | Huh7 NPC1 promoter luciferase reporter, 24 h | AID 485313;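 note: potency is the fitted concentration of half-maximal effect; % of control where 0% means no effect; nearly all actives have a fitted effect of over 60% in size; reporter is driven by a mutant NPC1 promoter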
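Luciferase expression driven by the NPC1 promoter was measured in stably transfected Huh7 cells after a 24 h compound incubation, using a luciferase reagent and a luminescence read.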
Gal4-VP16 FLuc: counter-screen for ROR gamma inhibitors: Gal4-VP16 reporter; hit rate 3.5% among 310,000; Drosophila S2 Gal4-VP16 UAS-luciferase, luminescence, 20 h; Potency, µM (doses to about 53.6 µM), for the others: at the highest dose activity, negative = inhibition, usual class: inhibitors;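 note: Gal4-VP16 expression switched on by copper sulfate through the metallothionein promoter; potency is the fitted concentration of half-maximal effect; % is set by controls: 0 for no effect and ±100 for the full control effect; nearly all actives have a fitted effect of over 50% in size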
Rab9 promoter act: activators of Rab9 promoter | Huh7 Rab9 promoter-luciferase reporter, luminescence, 24 h | Potency, µM (titrated, usually from 9.22 µM), inactives show top-dose activation, negative = inhibition, most hits filed as activators | hit rate 2.8% among 320,000; note: potency is the fitted concentration of half-maximal effect; % of control where 0% means no effect; nearly all actives have a fitted effect of over 60% in size
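Cell-based reporter: Huh7 stable for Rab9 promoter-driven luciferase, plated in reduced-serum medium with 10% FBS at 1500 cells/well, compound-treated 24 h at 37 °C, luminescence read after 10 min reagent.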
ELG1 genotoxic: inducers of genotoxicity in HEK293T ELG1-luciferase cells; hit rate 1.3% among 330,000; HEK293T ELG1-luciferase reporter, luminescence, 16 h; Potency, µM (series often up to 46 µM), for the others: at the highest dose activity change, positive = activation, usual class: activators; note: potency is the fitted concentration of half-maximal effect; % of control where 0% means no effect; nearly all actives have a fitted effect of over 60% in size
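Screening used a luciferase reporter fused to human ELG1 in HEK293T cells. Luminescence was read on a CCD plate imager after 16 hr exposure and 30 min ONE-Glo incubation.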
* = called active by the depositor; ? = inconclusive; / = not tested or not shown; [ ] = remark or other dose. Unless noted, calls come from the whole dose curve; as a rule, active = well fitted curve in the direction sought with a large enough effect; inconclusive = small, poorly fitted or top-dose-only effect, or another doubt; inactive = no such curve, though single readings can be large; an effect the other way counts as inactive or inconclusive. Not all compounds are listed. The share of hits here may be higher or lower than overall.

SMILES,Menin-MLL TR inh,Giardia kill,FLuc counter,BRCA1 expr act,RORg inh,PKM2 activator,p53 reactivation,NPC1 prom act,Gal4-VP16 FLuc,Rab9 promoter act,ELG1 genotoxic
CCOC(=O)C1=C(C)N=c2s/c(=C\c3ccc(OCC(=O)O)c(OC)c3)c(=O)n2C1c1ccc(OC)cc1 (configuration not stated),?,-21,5%,0%,-15%,/,-4%,-7%,-14%,-3%,-5%
COc1ccc(C(=O)N2CCCC(c3nc(-c4ccc(C)o4)no3)C2)cc1OC (configuration not stated),-7%,1,0%,2%,6%,-3%,-8%,2%,-4%,22%,1%
CC1CC(C)CN(S(=O)(=O)c2ccc(Oc3ccc([N+](=O)[O-])cc3)cc2)C1 (configuration not stated),-16%,-13,8%,-47%,-6%,-5%,0%,-10%,5%,-17%,11%
COc1cc(CN2CCCC(C(=O)c3ccc(C(C)(C)C)cc3)C2)cc(OC)c1O (configuration not stated),-21%,26,-9%,-22%,15%,2%,/,0%,-3%,1%,-4%
CC(=O)c1ccc(N2CCN(C(=S)Nc3cc(C)ccc3C)CC2)cc1,-6%,-12,0%,3%,?,-7%,0%,-1%,?,-1%,3%
Cc1ccc(NC(=O)/C(Cl)=C/c2ccccc2)cc1C,35%[activator],-16,0.76µM*,?,10µM*,-4%,?,1.8µM*,?,2.5µM*,?
CCNC(=O)N(CCOC)CC1CCCN(C2Cc3ccccc3C2)C1 (configuration not stated),-10%,6,4%,5%,-8%,1%,0%,2%,4%,0%,-5%
Cc1ccc(-c2nnc(Cc3ccc(Cl)cc3)o2)cc1,-18%,9,17µM*,13µM*,?,1%,?,23%,19%,28%,16µM*
CCC(C)NC(=O)C1CCC(CNS(=O)(=O)c2ccccc2)CC1 (configuration not stated),-21%,-4,-2%,-16%,-8%,/,1%,-3%,18%,0%,-2%
CCOc1ccc(-c2c(=O)n(OCc3ccc([N+](=O)[O-])cc3)c3ccccc3[n+]2[O-])cc1,-1%,/,1%,/,26%,-14%,?,-2%,0%,-2%,-1%
Cc1cc(C)cc(OCC(=O)N2CCCCCC2)c1,-1%,5,0%,-36%,25%,-4%,11%,-1%,9%,1%[1.84 µM],5%
Cn1c(OCc2cccnc2)nc2c1c(=O)n(Cc1ccc(F)cc1)c(=O)n2C,/,4,4%,-37%,-34%,?,0%,-2%,-13%,-7%,-6%
Cc1ccc(C(=O)N2CCN(c3cc4c(cc3[N+](=O)[O-])n(C)c(=O)n4C)CC2)cc1,9%,4,-1%,-38%,-3%,-3%,1%,-4%,0%,-3%,-2%
Cc1ccc(N2CCN(S(=O)(=O)N(C)C)CC2)cc1C,6%,-23,2%,6%,-4%,10%,1%,-2%,-19%,-11%,0%
CC(NCC(=O)Nc1ccccc1C(=O)NC1CC1)c1ccccc1Cl (configuration not stated),/,-9,-1%,-15%,/,/,-2%,-1%,/,-2%,-2%
O=C(CNC(=S)N(CCCN1CCOCC1)Cc1cccs1)NC1CCCCCCC1,-12%,-4,2%,-39%,-14%,-3%,1%,-1%,-2%,-1%,7%
CC1CCC2(CC1)NC(=O)N(CC(=O)Nc1ccc3c(c1)OCCO3)C2=O (configuration not stated),-19%,0,27µM*,?,42%,4%,3%,?,2%,3.5µM*,?
CCCCn1c(N)c(N(CC(C)C)C(=O)c2cc(S(=O)(=O)N3CCCCC3)ccc2C)c(=O)[nH]c1=O,/,-14,2%,2%,/,/,12%,-1%,/,1%,2%
CC(=O)c1cnc2c(-c3cccc(Br)c3)cnn2c1C,-1%,0,1%,8.9µM*,?,3%,?,17%,-1%,6%,?
Cc1nc(N)ncc1C(=O)Nc1ccccc1,3%,-9,-1%,-11%,-3%,-8%,-3%,-1%,2%,-2%,0%
COc1ccccc1C(=O)NC(CCSC)C(=O)N1CCC(Cc2ccccc2)CC1 (configuration not stated),/,2,1%,-35%,/,/,-3%,0%,/,-3%,1%
COc1ccc(C(c2nnnn2C2CCCC2)N2CCC(C)CC2)cc1 (configuration not stated),-12%,-1,0%,2%,1%,3%,14%,-2%,16%,13%,8%
O=C(O)CCC(=O)N1CCN(S(=O)(=O)c2ccc3ccccc3c2)CC1,/,3,3%,-25%,2%,/,6%,-3%,-2%,-1%,2%
COc1cc(C2C(C(C)=O)=C(O)C(=O)N2c2ccc(C)cc2)ccc1O (configuration not stated),-3%,10,-17%,26%,38%,-3%,-1%,-3%,-3%,0%,4%
Cc1ccc(CONS(=O)(=O)c2cc(C)ccc2C)cc1,/,-27,-8%,-5%,/,/,9%,-1%,/,-3%,-7%
CCOC(=O)c1c(C)nc2c(C#N)cnn2c1C,9%,-19,4%,-26%,-14%,14%,0%,-4%,3%,2%,3%
CCN(CC(=O)NCc1cccs1)CC(=O)Nc1cccc(S(N)(=O)=O)c1,/,-10,4%,0%,/,/,3%,-4%,/,1%,-1%
O=C(C[n+]1cn(C(F)F)c2ccccc21)c1ccc(OC(F)F)cc1,1%,-4,?,27%,20%,22%,-3%,?,8%,?,16µM*
Cc1ccc(C(=O)C2=C(O)C(=O)N(Cc3cccnc3)C2c2ccc(N(C)C)cc2)o1 (configuration not stated),/,14,-2%,0%,-9%,/,6%,2%,4%,-2%,7%
CC1(C)Cc2c(cnn2-c2ccc(F)cc2)C(NC(=O)C(C)(C)O)C1 (configuration not stated),-2%,6,1%,0%,13%,1%,/,0%,1%,-6%,6%
COC(=O)CSc1nnc(C2COc3ccccc3O2)n1-c1ccccc1 (configuration not stated),-13%,5,6%,32%,6%,6%,-7%,0%,3%,-1%,0%
COc1ccc(OCc2n[nH]c(=S)o2)cc1,/,0,?,-6%,?,-8%,8%,13%,?,6%,17%
Cc1cccc(N(CC(O)CON=C2c3ccccc3-c3ccccc32)S(C)(=O)=O)c1 (configuration not stated),16%,0,1%,-52%,18%,2%,-5%,-1%,-13%,0%,-11%
COc1ccc(C(C(=O)NCC2CCCO2)N(C(=O)Cn2nnc3ccccc32)c2ccc(NC(C)=O)cc2)c(OC)c1 (configuration not stated),/,9,1%,-27%,1%,/,2%,1%,1%,0%,3%
CCOc1cccc(NC(=O)/C(C#N)=C\c2cn(CC(=O)O)c3ccccc23)c1,?,7,?,-5%,?,1%,/,-1%,-19%,0%,-2%
Cc1ccc(CNC(=O)C(=O)NCC2OCCN2S(=O)(=O)c2ccc(Br)cc2)cc1 (configuration not stated),/,10,-3%,-57%,?,1%,9%,-5%,-13%,-10%,-16%
CC(C)C(c1nnnn1CC1CCCO1)N1CCN(Cc2ccc3c(c2)OCO3)CC1 (configuration not stated),-9%,7,-1%,-7%,18%[0.365 µM],0%,1%,-4%,/,1%,-1%
Cc1csc(N(C(=O)Cc2ccccc2F)c2ccccc2)n1,-2%,-11,-2%,-18%,25%,3%,-10%,-2%,23%,-6%,-1%
COc1ccc(-c2cc(C(=O)NCC(C)C)no2)cc1,3%,-7,2.4µM*,?,-13%,-8%,18%,1.4µM*,-10%,0.71µM*,2.6µM*
O=C(Cc1ccccc1[N+](=O)[O-])Nc1ccccc1C(=O)N1CCOCC1,6%,-21,1%,-9%,-30%,2%,0%,-5%,-4%,-2%,1%
CCOc1ccccc1C(=O)Nc1ccccc1O,22%,3,-17%,-62%,11%,11%,-4%,18%,-2%,0%,-1%
Cc1ccc(C)c(S(=O)(=O)N2CCC(c3nc4c(nnn4Cc4ccc(F)cc4)c(=O)[nH]3)CC2)c1,20%,-16,-1%,-26%,?,-3%,-5%,-3%,-16%,1%,-2%
COc1ccc(-c2ccc(=O)[nH]n2)cc1,1%,7,-3%,21%,-17%,0%,-3%,0%,-6%,-5%,7%
CN(C)/C=C/C(=O)c1ccc(S(=O)(=O)c2ccccc2)cc1,5%,11,-2%,0%,31%,6%,0%,0%,-4%,-1%,-1%
CCOC(=O)CNC(=O)Cc1ccc(OC)cc1,/,4,-3%,17%,44%,2%,6%,2%,2%,-2%,5%
CC(=O)c1ccc(Nc2cnn(C34CC5CC(CC(CC(=O)O)(C5)C3)C4)c(=O)c2Cl)cc1,-1%,1,-1%,4%,-8%,0%,-5%,-4%,4%,0%,-10%
